# rTrxR1 inhibitor: blocks rat thioredoxin reductase 1 | Potency, µM (titrated, usually from 114 µM), for inactives: at the highest dose activity change, negative = inhibition, actives largely listed as inhibitors | recombinant rTrxR1, NADPH fluorescence consumption, selenite substrate | hit rate 1% among 390,000 | O89049 | AID 588453; further: potency means the concentration at half of the fitted maximal effect; on the % scale 0 is the no-effect control and ±100 the full control effect; nearly all actives have a fitted effect of over 65% in size
#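 Rat TrxR1 (90 nM in the dispensed reagent) was pre-reduced with 400 uM NADPH for 5 min at room temperature, then incubated with compound for 15 min. After 400 uM selenite was added, NADPH fluorescence (Ex 340/Em 450 nm) was followed for 8 min.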
# TRHR PAM: allosterically enhances the human TRH receptor; P34981; TRHR cells, fluo-8 calcium fluorescence, EC20 TRH enhancement; enhancement, % at 2 µM; hit rate 0.66% among 360,000; in the data active means enhancement above about 30%; further: 0% is about no effect
#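 Enhancer read-out: after compound pinning and an initial kinetic agonist-mode read, an EC20 of TRH (10 nM final) was injected and fluo-8 calcium signal (Ex 480/Em 530) followed at 1 s/cycle for 100 cycles in TRHR-expressing cells.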
# USP1-UAF1 inh: blocks the human USP1/UAF1 deubiquitinase complex; O94782; recombinant USP1/UAF1, Ub-Rhodamine cleavage fluorescence; Potency, µM (doses to about 57.1 µM), without a hit: at the highest dose activity change, negative = inhibition, hits mostly inhibitors; hit rate 0.23% among 390,000; AID 743255; further: potency means the concentration at half of the fitted maximal effect; on the % scale 0 is the no-effect control and ±100 the full control effect; nearly all actives have a fitted effect of over 60% in size; inactives centre near -12
# Target sequence (O94782 whole entry, looked up): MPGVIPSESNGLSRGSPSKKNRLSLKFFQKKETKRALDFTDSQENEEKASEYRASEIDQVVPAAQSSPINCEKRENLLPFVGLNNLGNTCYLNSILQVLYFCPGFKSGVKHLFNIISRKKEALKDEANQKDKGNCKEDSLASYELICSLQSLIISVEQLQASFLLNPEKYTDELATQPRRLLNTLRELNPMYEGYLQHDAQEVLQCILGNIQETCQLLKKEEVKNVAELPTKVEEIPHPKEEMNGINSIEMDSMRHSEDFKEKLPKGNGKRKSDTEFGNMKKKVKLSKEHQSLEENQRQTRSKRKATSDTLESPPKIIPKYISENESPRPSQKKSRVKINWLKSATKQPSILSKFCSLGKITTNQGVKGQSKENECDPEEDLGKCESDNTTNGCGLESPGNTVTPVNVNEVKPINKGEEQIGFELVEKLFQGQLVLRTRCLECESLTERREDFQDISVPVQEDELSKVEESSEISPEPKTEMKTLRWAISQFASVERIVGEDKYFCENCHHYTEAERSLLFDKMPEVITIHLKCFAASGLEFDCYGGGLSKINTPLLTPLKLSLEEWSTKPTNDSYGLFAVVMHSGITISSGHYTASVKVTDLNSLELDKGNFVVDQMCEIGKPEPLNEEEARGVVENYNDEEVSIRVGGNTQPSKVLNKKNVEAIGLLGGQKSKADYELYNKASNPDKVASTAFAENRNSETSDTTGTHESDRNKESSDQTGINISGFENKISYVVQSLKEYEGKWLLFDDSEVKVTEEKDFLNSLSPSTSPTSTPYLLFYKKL
#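 USP1/UAF1 complex (1 nM) preincubated 15 min at room temperature with compound, then Ub-Rho substrate (150 nM final) added. Kinetic fluorescence at 480/540 nm over 6 reads at 60 s intervals; 50 mM HEPES pH 7.8, 0.5 mM EDTA, 0.1 mg/ml BSA, 1 mM TCEP, 0.01% Tween-20.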
# PI4K2A block: PI4K2A (human) kinase inhibition; hit rate 0.13% among 420,000; purified PI4K2A, ADP-Glo luminescence, 1 h; active compounds read low; Q9BTU6; activity change, negative = inhibition, % at 76.9 µM; AID 1346378; in the data active means activity change below about -50%; inconclusive means mostly about -30% to -49%;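 further: -100% = wells without enzyme as full effect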
#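 Compounds are screened against recombinant PI4K2A using PI as substrate and ATP, the latter dispensed at 300 microM. Reactions run one hour at ambient temperature before ADP-Glo detection; full inhibition defined by wells lacking enzyme.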
# D2 antagonist: antagonizes the human D2 dopamine receptor; P14416; HEK293 TREx D2 cells, calcium flux, dopamine EC80; inhibition, % at 10 µM; hit rate 2% among 340,000; AID 485344; in the data active means inhibition above about 30%; further: 0% is about no effect
#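 Calcium mobilization kinetics were recorded at 1 s intervals in tetracycline-induced HEK293 T-REx D2 cells, first for 180 s after compound addition and then 180 s after EC80 dopamine.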
# TRHR agonist: TRH receptor (human) agonism. P34981. TRHR cells, calcium flux fluo-8, FDSS agonist mode. activation, % at 2 µM. hit rate 0.18% among 360,000. AID 493084; in the data active means activation above about 30%; further: 0% is about no effect
#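 Steps: seed TRHR cells overnight; add fluo-8 no-wash Ca dye, RT 30 min–1.5 h; record 10 s baseline; pin-transfer compounds; monitor fluorescence 1 cycle/s for the agonist window. Calcium increases flag candidate agonists.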
# D2 agonist: D2 dopamine receptor (human) agonism. AID 485358. activation, % at 2 µM. P14416. HEK293 T-REx D2 cells, calcium flux agonist mode. hit rate 0.53% among 340,000;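 active means activation over 3 SD above normal in the single-dose calcium agonist read, cut at about 30% in these data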; further: 0% is about no effect
#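 Calcium-flux readout, 1 cycle/sec over 180 s following compound pin transfer, in inducible HEK293 Trex D2 cells (force-coupled); dopamine controls included. Positive calcium responses during this window marked compounds as potential agonists.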
# TrxR1 substrate: substrates of rat thioredoxin reductase 1; O89049; purified TrxR1 substrate turnover, NADPH consumption readout; Potency, µM (series often up to 114 µM), without a hit: at the highest dose activity change, negative = substrate turnover; hit rate 0.01% among 390,000; AID 588456; further: potency means the concentration at half of the fitted maximal effect; on the % scale 0 is the no-effect control and ±100 the full control effect; nearly all actives have a fitted effect of over 50% in size
#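 Rat TrxR1, dispensed at 90 nM, was prereduced with 400 uM NADPH (final) for 5 min at ~22 deg C, then incubated with compound 15 min before 400 uM selenite. A first-read NADPH fluorescence drop versus no-compound background flagged substrates.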
# mIDH1 inhibitor: blocks human mutant IDH1 R132H enzyme; hit rate 0.093% among 390,000; IDH1-R132H enzyme, NADPH consumption, diaphorase/resazurin fluorescence; Potency, µM (highest dose often 76.6 µM), for the others: top-dose activity change, negative = inhibition, actives largely listed as inhibitors; O75874; further: potency means the concentration at half of the fitted maximal effect; on the % scale 0 is the no-effect control and ±100 the full control effect; nearly all actives have a fitted effect of over 65% in size
#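 IDH1-R132H (0.5 ug/mL dispensed) in pH 7.5 Tris buffer was preincubated 30 min with compound, then given a substrate mix of 0.016 mM NADPH and 2 mM alpha-KG for 80 min at room temperature; remaining NADPH was read by diaphorase/resazurin fluorescence.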
# The depositor's hits bear a star; ? = inconclusive; . = no result given; [ ] = another dose, or the depositor's remark. Unless noted, the call rests on the fitted dose curve; in most records, active means well fitted inhibition curve with a large enough effect; inconclusive means small, poorly fitted or top-dose-only effect; inactive means no such curve, though single readings can be large or run the other way.
SMILES,rTrxR1 inhibitor,TRHR PAM,USP1-UAF1 inh,PI4K2A block,D2 antagonist,TRHR agonist,D2 agonist,TrxR1 substrate,mIDH1 inhibitor
CCOc1ccc(-c2nc(SCC(=O)Nc3cc(F)ccc3F)n3[nH]c(=O)cc3n2)cc1,19%[57.1 µM],15,7%,-1,.,-0.1,.,11%[57.1 µM],4%
COC(=O)[C@]1(C)N[C@H](CN(C)C(=O)NC(C)C)[C@@H]2C(=O)N(Cc3ccccc3)C(=O)[C@@H]21,28%,.,-15%,-2,.,.,.,12%,1%
CC(=O)c1cnc(Nc2nc(C)c3ccccc3n2)nc1C,.,4,.,.,-11,-0.4,1.1,.,.
CCN(CC)c1cnn(C/C(=N\OC)c2ccc(Cl)cc2)c(=O)c1Br,-4%[57.1 µM],2,1%,-1,0,1.0,1.6,-4%,3%
O=C(CSCc1ccc(Cl)cc1)N/N=C/c1ccc(Cl)cc1Cl,-19%,5,-13%,8,24,0.4,0.6,-8%,9%
CCOC(=O)c1c(CN2CCNCC2)nc2ccc(Cl)cc2c1-c1ccccc1,-5%,.,-21%,0,.,.,.,-2%,3%
CCOc1cc(/C=N/NC(=O)C(=O)NCc2ccc3c(c2)OCO3)ccc1OCC(=O)N1CCOCC1,-5%,-4,-12%,16,5,-0.1,0.0,-6%,-1%
COc1cccc(OCCNC(=O)c2ccccc2Sc2ccccc2C#N)c1,20%,-4,-18%,3,9,0.0,12,6%,-4%
O=C(N/N=C/c1cccs1)c1cc(C2CC2)nc2ccccc12,4%[57.1 µM],0,-8%,1,-16,0.2,-1.1,4%[57.1 µM],2%
C[C@H](NC(=O)c1nc[nH]c1C(=O)N[C@@H](CCCCN)C(=O)OC(C)(C)C)C(=O)OC(C)(C)C,4%[57.1 µM],-1,-26%,1,11,0.0,0.1,1%[57.1 µM],-9%
O=C(O)CONC(=O)c1cc(OCC(F)(F)F)ccc1OCC(F)(F)F,-14%,4,-4%,-1,-6,1.0,0.5,-16%,8%
O=C(COc1ccccc1)Nc1ccc2c(c1)nc1n2CCOC1,5%,-5,-8%,-2,4,0.1,-0.2,-2%,8%
O=C(O)c1cc(NN=Nc2ccc(Br)cc2)cc([N+](=O)[O-])c1,9%,17,-7%,5,11,0.1,0.3,-10%,10%
CC1CC1C(=O)OCC(=O)NNC(=O)COc1ccc(Br)cc1 (stereo unspecified),2%,1,-8%,2,3,0.0,0.4,-5%,8%
CCOc1ccccc1C(=O)N(CN1CCCC1=O)c1cccc(Cl)c1,-1%[57.1 µM],0,-6%,1,-14,-0.7,0.5,-3%[57.1 µM],1%
CCOc1cc2[nH]c(=O)n(CCC(=O)N3CCN(c4cccc(Cl)c4)CC3)c(=O)c2cc1OCC,6%[57.1 µM],-8,-18%,-3,.,0.0,-0.1,5%[57.1 µM],0%
Cc1ccc(OCC(=O)NCc2ccccn2)cc1,-8%,19,-6%,7,-10,0.0,-0.4,-5%,0%
O=C(Nc1ccc(Br)cc1)c1cccc(S(=O)(=O)Nc2cnc3ccccc3c2)c1,-11%[57.1 µM],12,-4%,-8,-21,-0.1,1.4,-1%[57.1 µM],-24%
COCCNC(=O)c1sc2nc(-c3ccccc3)cn2c1C,-15%,.,-10%,-4,.,.,.,-12%,0%
COc1ccc(CNC(=O)CSCc2ccc(C)cc2)c(OC)c1,25%[57.1 µM],3,-13%,-8,.,-1.2,0.5,3%[57.1 µM],-1%
Cc1ccc(NC(=O)CN(C)S(=O)(=O)c2ccc(Br)s2)cc1F,9%[57.1 µM],-5,-21%,1,-8,0.0,-7.8,2%[57.1 µM],8%
COc1ccc(-n2cc(C(=O)O)c(=O)cc2C)cc1,43%[activator],-7,-21%,4,0,0.5,0.2,8%,-4%
CSc1ncccc1C(=O)OCC(=O)N(C)C,16%[57.1 µM],17,-6%,-1,1,-0.4,1.0,-2%[57.1 µM],2%
NC(=O)c1ccc(C(F)(F)F)n(Cc2ccc(F)c(F)c2)c1=O,14%[57.1 µM],2,-12%,-22,11,0.8,-1.1,0%[57.1 µM],8%
Cc1ccc(C)c(OCCN2CCOCC2)c1,18%,13,-10%,8,4,-0.2,4.3,7%,-5%

# Shown with values under each structure: entries from further up.
# Below each SMILES – rTrxR1 inhibitor	TRHR PAM	USP1-UAF1 inh	PI4K2A block	D2 antagonist	TRHR agonist	D2 agonist	TrxR1 substrate	mIDH1 inhibitor
O=C(O)CONC(=O)c1cc(OCC(F)(F)F)ccc1OCC(F)(F)F
→ -14%	4	-4%	-1	-6	1.0	0.5	-16%	8%
O=C(COc1ccccc1)Nc1ccc2c(c1)nc1n2CCOC1
→ 5%	-5	-8%	-2	4	0.1	-0.2	-2%	8%
O=C(O)c1cc(NN=Nc2ccc(Br)cc2)cc([N+](=O)[O-])c1
→ 9%	17	-7%	5	11	0.1	0.3	-10%	10%
CC1CC1C(=O)OCC(=O)NNC(=O)COc1ccc(Br)cc1 (stereo unspecified)
→ 2%	1	-8%	2	3	0.0	0.4	-5%	8%
CCOc1ccccc1C(=O)N(CN1CCCC1=O)c1cccc(Cl)c1
→ -1%[57.1 µM]	0	-6%	1	-14	-0.7	0.5	-3%[57.1 µM]	1%
CCOc1cc2[nH]c(=O)n(CCC(=O)N3CCN(c4cccc(Cl)c4)CC3)c(=O)c2cc1OCC
→ 6%[57.1 µM]	-8	-18%	-3	.	0.0	-0.1	5%[57.1 µM]	0%

# Next section:
SMILES,rTrxR1 inhibitor,TRHR PAM,USP1-UAF1 inh,PI4K2A block,D2 antagonist,TRHR agonist,D2 agonist,TrxR1 substrate,mIDH1 inhibitor
Cc1ccc2c(c1)NC(=O)C(CC(=O)Nc1cc(Cl)ccc1C)O2 (stereo unspecified),16%,1,8%,0,.,-0.2,0.1,-3%,-14%
CCCS(=O)(=O)N1CCC(C(=O)NCCc2ccc(OC)c(OC)c2)CC1,7%,4,4%,7,9,0.0,0.8,8%,8%
Cc1cccc(-c2nc(CS(=O)CC(=O)NCc3ccc(Cl)cc3)c(C)o2)c1 (stereo unspecified),3%,10,-20%,1,.,0.1,-1.5,7%,-11%
O=c1cc2c(c(-c3ccccc3)n1Cc1ccccc1)[C@@H](CCO)NC2,0%,.,-20%,-4,.,.,.,5%,-5%
Cc1oc2c(CN3CCOCC3)c(O)ccc2c(=O)c1-c1ccccc1,-35%,-7,5%,-2,-1,-0.4,0.7,213%[activator],-1%
CCN(CC)C(=O)Oc1ccc(Cl)c2ccccc12,13%,-4,-15%,-1,-4,-0.4,-0.7,3%,14%
CCN1C(=O)/C(=C\c2ccncc2)SC1=S,-3%,-2,-5%,6,7,-0.2,0.2,-11%,4%
O=C(Nc1ccccc1Cl)c1cc(S(=O)(=O)N2CCCC(C(=O)O)C2)ccc1F (stereo unspecified),1%[57.1 µM],-7,-1%,3,-11,0.3,-1.6,5%[57.1 µM],1%
CSc1nc(Oc2ccc(Cl)cc2)c2sccc2n1,-2%,-1,-17%,-3,.,0.0,.,0%,10%
COc1ccc(S(=O)(=O)N2CCN(Cc3cccc([N+](=O)[O-])c3)CC2)cc1,19%[57.1 µM],.,-17%,0,.,.,.,9%[57.1 µM],11%
O=C(Nc1cccc(S(=O)(=O)N2CCCC2)c1)C1CCCN1C(=O)c1cccs1 (stereo unspecified),6%,0,-8%,3,-26,-1.4,-0.8,-5%,4%
O=C(CSc1ccsc1[N+](=O)[O-])N1CCCCCC1,-2%,1,-1%,-8,2,0.1,0.2,5%,2%
Cc1ccc(C2CC(=O)Oc3cc(O)ccc32)cc1 (stereo unspecified),1%,1,?,6,1,2.8,0.5,-11%,-3%[38.3 µM]
Cc1cccn2c(=O)c3cc(C(=O)N4COCC4(C)C)sc3nc12,?,2,-7%,1,-3,2.9,1.5,102%[activator],2%
CN(C)/C=C1\C(=O)N(c2ccc(Oc3ccccc3)cc2)CS1=O (stereo unspecified),1%,-5,-20%,-3,-2,0.0,0.2,-3%,1%
CSc1ccc(CNC(=O)c2ccc(NC(=O)C3=CSCCO3)cc2)cc1,24%,7,-19%,-11,-12,-0.2,19,9%,0%
Cc1cc(NC(=O)CCC(=O)N(CC(=O)NC2CCCC2)c2ccc(C)c(F)c2)no1,3%,3,?,5,-4,-0.5,-1.7,-6%,-4%
Cc1ccc(C(=O)N/C(=C/c2ccco2)C(=O)NCCc2c[nH]c3ccccc23)cc1,14%[57.1 µM],-12,-22%,6,-4,-1.1,-1.2,13%[57.1 µM],3%
NC(=O)CC[C@H](NC(=O)c1ccc(Cl)cc1)C(=O)NNC(=O)COc1cccc(Br)c1,19%,.,-7%,15,.,.,.,9%,-5%
CC(=O)N1CCC(C(=O)OCc2ccccc2F)(c2ccccc2)CC1,12%[57.1 µM],17,-9%,-2,-8,-0.1,0.3,4%[0.0914 µM],-2%
CC1=CC(C)C(COC(=O)CN2CCCCC2)C(C)C1 (stereo unspecified),8%[57.1 µM],16,-16%,6,28,0.5,-0.1,2%[57.1 µM],4%
CC1CN(Cc2ccc(C#N)cc2Cl)CC(C)O1 (stereo unspecified),-13%,-2,0%,8,17,0.1,0.1,-9%,1%
CCCN(CCC)S(=O)(=O)c1ccc(C(=O)Nc2ccc(OCC(=O)N3CCOCC3)cc2)cc1,-1%,3,-21%,-4,-18,-0.4,0.2,-2%,-3%
COc1cc(O)c2c(c1)COC2=O,-7%,0,-17%,-1,.,-0.3,.,13%[57.1 µM],1%
CCC(Sc1ncccn1)C(=O)Nc1cc(C)on1 (stereo unspecified),-8%,2,-2%,-8,-13,0.2,0.4,-7%,-9%
Cc1ccccc1-c1nc2cc(NC(=O)c3cccc(OCCC(C)C)c3)ccc2o1,26%,-6,-2%,4,.,2.0,1.4,14%,-3%
